Compound activity as filed in PubChem.
SR-BI uptake up = enhances SR-BI lipid uptake from DiI-HDL; hit rate 0.096% among 320,000; CHO ldlA[mSR-BI] cells, DiI-HDL uptake fluorescence, 3 h; 100 = double the neutral-control signal; activation, % at 12.5 µM; AID 504775;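 active means mean replicate activation of at least 60% and every replicate at or above 60%; inconclusive means mean or all-replicate condition met, but not both; inactive means mean below 60% and not all replicates reaching 60%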;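 further: 0% = median plate neutral-control signal and 100% = twice that signal; values of inactives mirror those of a sister screen read the other way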
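Material – SR-BI-overexpressing, LDLR-lacking CHO cells · Medium – BSA-supplemented, HEPES-buffered Ham's F12, pH 7.4 · Doses – single concentration · Times – compound with DiI-HDL co-incubation, 3 h at 37 °C · Measured by – bottom-read fluorescence, 550/595 nm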
SR-BI DiI inh = inhibitors of mouse SR-BI mediated HDL lipid uptake. Q61009. ldlA[mSR-BI] CHO cells, DiI-HDL uptake fluorescence, 3 h. inhibition, % at 12.5 µM. hit rate 0.96% among 320,000;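 active means mean replicate inhibition of at least 70% and a set share of replicates each scoring 70 or more; inconclusive means meets just one of the two criteria; inactive means fails both criteria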;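 further: 0% = median of neutral control wells and 100% = median of positive control wells; values of inactives mirror those of a sister screen read the other way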
Arr AP2 block = human beta-arrestin and AP2 interaction inhibition; inhibition, % at 10 µM; FITC-arrestin peptide / GST-AP2 beads, flow cytometry; AP2 beta2 appendage carries R879A mutation; hit rate 0.31% among 340,000;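 active means inhibition above a set limit, near 3 SD of compounds lacking own fluorescence, cut at about 54% in these data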;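 further: plate controls were DMSO wells for no effect and 5 µM unlabelled arrestin peptide for full effect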
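test system = AP2 appendage R879A on GSH beads | buffer or medium = PBS plus Tween 20 (0.05%) and BSA (0.1%) | incubation = 12 min plus 1 h, RT | detection = bead flow cytometry, FITC channel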
NSD2 HMT inh = blocks human histone methyltransferase NSD2; O96028; NSD2 peptide methylation, AlphaScreen, 120 min; inhibition, % at 12.5 µM; hit rate 0.54% among 310,000; AID 743445; in the data active means inhibition above about 50%
Target sequence (O96028 whole entry, looked up): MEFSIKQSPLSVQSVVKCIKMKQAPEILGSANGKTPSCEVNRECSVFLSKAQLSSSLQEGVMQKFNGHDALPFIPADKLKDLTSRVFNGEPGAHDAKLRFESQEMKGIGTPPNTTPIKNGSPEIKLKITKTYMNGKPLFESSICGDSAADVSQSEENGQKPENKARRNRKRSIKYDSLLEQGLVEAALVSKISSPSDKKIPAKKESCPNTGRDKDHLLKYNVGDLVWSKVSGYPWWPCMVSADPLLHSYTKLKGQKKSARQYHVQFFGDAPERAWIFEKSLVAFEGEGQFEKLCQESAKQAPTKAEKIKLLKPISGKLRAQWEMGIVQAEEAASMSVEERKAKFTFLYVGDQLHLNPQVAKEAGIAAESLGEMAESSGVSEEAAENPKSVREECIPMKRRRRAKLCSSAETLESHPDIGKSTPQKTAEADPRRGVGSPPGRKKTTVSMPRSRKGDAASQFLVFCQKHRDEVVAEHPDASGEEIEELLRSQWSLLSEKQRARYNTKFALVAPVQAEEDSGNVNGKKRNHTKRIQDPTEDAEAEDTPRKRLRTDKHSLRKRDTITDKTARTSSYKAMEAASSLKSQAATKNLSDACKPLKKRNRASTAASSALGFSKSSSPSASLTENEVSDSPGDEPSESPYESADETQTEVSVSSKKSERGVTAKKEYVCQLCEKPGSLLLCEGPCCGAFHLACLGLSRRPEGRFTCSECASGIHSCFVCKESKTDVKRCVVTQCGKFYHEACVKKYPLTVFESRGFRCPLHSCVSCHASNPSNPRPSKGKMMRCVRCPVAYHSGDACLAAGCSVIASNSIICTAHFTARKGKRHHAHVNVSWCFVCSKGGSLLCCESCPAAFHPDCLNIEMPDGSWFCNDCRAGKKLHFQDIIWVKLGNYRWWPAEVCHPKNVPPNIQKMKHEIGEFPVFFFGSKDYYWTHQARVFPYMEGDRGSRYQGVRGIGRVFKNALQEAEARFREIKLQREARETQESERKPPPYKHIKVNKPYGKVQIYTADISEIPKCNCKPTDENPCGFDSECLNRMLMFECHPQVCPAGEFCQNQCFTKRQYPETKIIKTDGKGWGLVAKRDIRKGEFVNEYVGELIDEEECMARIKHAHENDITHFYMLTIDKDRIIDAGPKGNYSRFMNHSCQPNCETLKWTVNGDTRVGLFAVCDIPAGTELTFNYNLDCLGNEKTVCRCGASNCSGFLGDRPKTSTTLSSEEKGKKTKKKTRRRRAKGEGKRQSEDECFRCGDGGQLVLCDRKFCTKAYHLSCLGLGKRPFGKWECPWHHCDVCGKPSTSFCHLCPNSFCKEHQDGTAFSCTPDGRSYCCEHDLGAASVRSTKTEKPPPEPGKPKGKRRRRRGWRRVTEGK
RTF Ca sens inh = cardiac RTF calcium desensitization; inhibition, % at 7.15 µM; hit rate 0.12% among 340,000; AID 493244; IANBD-labeled cardiac RTF, Ca2+ fluorescence;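 active means inhibition above the mean inhibition of all tested compounds plus 3 SD, cut at about 17% in these data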;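 further: assay run at fixed EC70 calcium of 1.6 mM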
PvdQ acylase = blocks Pseudomonas aeruginosa PvdQ acylase activity; purified PvdQ acylase, fluorescence plate reader; inhibition, % at 10 µM; hit rate 0.063% among 340,000; in the data active means inhibition above about 30%, passing the limit was not always enough; inconclusive means no clear call, values can overlap the other calls;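 further: 0% = vehicle neutral wells and 100% = reference inhibitor wells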
DAGLB inhibitor = blocks human DAGLB lipase activity; hit rate 0.059% among 340,000; AID 504411; inhibition, % at 5.17 µM; Q8NCG7; HEK293T DAGLB membrane lysate, EnzChek fluorogenic substrate; in the data active means inhibition above about 34%;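 further: 0% = enzyme with vehicle and 100% = wells lacking enzyme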
Keap1 Nrf2 FP = disrupts human Keap1 binding to Nrf2 peptide; Keap1 Kelch-Nrf2 peptide fluorescence polarization, 1536-well; hit rate 0.15% among 340,000; Q14145; AID 504523; inhibition, % at 9.4 µM; in the data active means inhibition above about 12%; inconclusive means no clear call, values can overlap the other calls; inactive means below about 7.3%;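 further: human Keap1 Kelch domain with fluorescein labeled Nrf2 9mer peptide probe; 0% = neutral control wells and 100% = peptide positive control; higher means more block of Keap1 binding to Nrf2 peptide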
C-LANA FP = inhibitors of KSHV LANA C-terminal domain DNA binding. hit rate 0.078% among 340,000. inhibition, % at 9 µM. MBP-C-LANA/FAM-LBS DNA binding, fluorescence polarization;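 active means highest replicate inhibition at or above 60% at 9 µM, even if other replicates fall short; inactive means all replicates below 60% inhibition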;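 further: 0% = neutral control wells and 100% = 4 µM acridine orange control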
PKA-R2B act = PKA-R2B complex activation; hit rate 0.079% among 340,000; P22694+P31323; PKA-R2B holoenzyme dissociation, Cy5-IP20 fluorescence polarization; R2B truncated from residue 108, S112A mutant; 0% DMSO only, 100% 113 µM cGMP; AID 504700; activation, % at 11.4 µM;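 active means activation above a cutoff set at the mean over all compounds plus 3 SD, cut at about 18% in these data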;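 further: higher means more holoenzyme dissociation and a rise in polarization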
* hit, by the source's call; u = inconclusive; x = no result given.

Each structure is followed by: NSD2 HMT inh	C-LANA FP	Keap1 Nrf2 FP	PvdQ acylase	Arr AP2 block	RTF Ca sens inh	DAGLB inhibitor	SR-BI DiI inh	PKA-R2B act	SR-BI uptake up
> COc1ccccc1OCC(=O)NCCCN1CCOCC1
 : -3	0.8	3	-7	-12	10	-1	x	4	x
> CN1C(CC(=O)Nc2ccc(Br)cc2)c2ccccc2CC1(C)C (configuration not stated)
 : 1	0.8	0	-12	7	2	-3	9	-8	-9
> CC1CC(C)CN(CC(=O)N2c3ccccc3CCc3ccccc32)C1 (configuration not stated)
 : 2	-2.0	-2	4	11	1	-2	-4	-6	4
> CCOC(=O)Cc1csc(NC(=O)c2cc(OC)cc(OC)c2)n1
 : -1	-2.0	-4	-2	-5	-34	0	56	-1	-56
> COC(=O)C1=C2SC(C)C(=O)N2C(N)=C(C#N)C1c1cc(OC)c(OC)c(OC)c1 (configuration not stated)
 : 34	2.0	-1	-12	5	5	-2	-20	8	20
> O=C1C(Cl)=C(Nc2ccc3cn[nH]c3c2)C(=O)c2ccccc21
 : x	-2.3	4	6	16	4	13	-6	-11	6
> COC(=O)CCCN1C(=O)NC(c2ccc(-c3ccccc3)cc2)C(C(=O)OCc2ccccc2)=C1C (configuration not stated)
 : x	0.7	-4	10	10	-1	0	-1	-3	1
> CCOC(=O)C1=C(C)NC(=O)NC1c1ccc(-c2ccccc2F)o1 (configuration not stated)
 : 2	1.1	3	-8	-11	-2	1	-5	-11	5
> CN(CC(=O)Nc1cccc(F)c1)C(=O)c1ccc(COc2ccccc2)cc1
 : -2	-1.6	3	14	7	0	-1	44	-11	-44
> CN(C)C(CNC(=O)C1CCN(S(=O)(=O)c2cccc(C(F)(F)F)c2)CC1)c1ccccc1 (configuration not stated)
 : -1	-3.0	0	3	23	-6	-3	-6	-4	6
> CCN(CC)c1ccc(/C=N/NC(=O)c2cccc(S(=O)(=O)Nc3ccccc3OC)c2)c(O)c1
 : 39	11	u	-10	3	-14	8	132*	-5	-132
> O=C(NC1CCC(O)CC1)c1ccc(S(=O)(=O)NCc2ccco2)cc1 (configuration not stated)
 : 1	-1.4	0	-8	-2	8	-4	-7	-10	7
> Cc1ccccc1NC(=O)C1CC(=O)N(Cc2ccccc2)C1 (configuration not stated)
 : 2	-0.4	2	-4	-2	-10	-2	-5	-4	5
> CC(C)CC(c1nnnn1CCc1ccccc1)N1CCN(C(=O)c2ccco2)CC1 (configuration not stated)
 : x	0.1	0	-4	3	-17	0	-29	-7	29
> COc1cc(-c2nnc3n2CCCCC3)cc(OC)c1OC
 : -5	5.2	-1	-12	-18	-9	3	-5	-5	5
> O=c1[nH]c(C(F)(F)F)nc2ccc3ccccc3c12
 : 14	-0.2	1	-4	28	5	3	x	8	x
> O=C(Cn1c2ccc(F)cc2c2nc3n(c(=O)c21)CCS3)Nc1ccccc1C(F)(F)F
 : 2	0.3	4	-14	-17	-1	1	-1	3	1
> Cc1ccc(Cn2ncc3c(N4CCN(C5CCCC5)CC4)ncnc32)cc1
 : x	1.4	-3	-7	-8	-9	-2	-4	2	4
> COC(=O)C1C/C(=N/NS(=O)(=O)c2ccc(C)cc2)CS1 (configuration not stated)
 : -2	-1.5	-3	-3	-8	7	-4	-9	-7	9
> CCC(=O)NC(=S)Nc1ccc(NC(=O)c2cccc([N+](=O)[O-])c2C)cc1
 : 0	1.2	-10	-14	2	2	-1	21	1	-21
> Cc1cc(C)c(O)c(-c2cc(C(=O)Nc3ccc(S(=O)(=O)N4CCOCC4)cc3)[nH]n2)c1
 : x	0.2	-1	-7	23	8	-2	33	-4	-33
> Cc1cc(=O)[nH]c(N/N=C/c2sccc2C)n1
 : -10	-0.6	4	-9	-17	4	0	11	3	-11
> O=C(Nc1cc2c(cc1C(=O)O)OCCCO2)c1ccc(F)cc1F
 : 0	-2.8	-2	-7	28	-14	0	x	5	x
> CCN(CC(=O)Nc1c(F)cccc1F)C(=O)c1ccc(=O)n(Cc2ccccc2)n1
 : -1	0.7	-7	-11	3	-2	3	-6	0	6
> CC1(C)CC2CC(C)(CN2CC(O)COc2ccccc2)C1 (configuration not stated)
 : 7	0.5	3	3	11	-7	0	-4	-9	4
> NS(=O)(=O)c1ccc(CCNC(=O)CN2CCCCCC2)cc1
 : -2	1.0	4	4	53	4	-2	-8	0	8
> CCC(CO)Oc1cc(NC(=O)c2cccc(C)c2)c2ncn(C(C)C)c2c1 (configuration not stated)
 : x	-0.6	-2	2	6	10	0	59	-6	-59
> Cn1c(=O)c(C(=O)NC2CCCCCC2)c(O)c2ccccc21
 : -1	1.0	1	4	25	0	0	10	0	-10
> COCCN1Cc2c(sc(C)c2C)N(C(=O)c2ccccc2)C1
 : -5	0.7	-13	-16	0	-6	-4	-3	-5	3
> Cc1ccc(NC(=O)CSc2nccn2C)cc1S(=O)(=O)N1CCOCC1
 : -2	1.7	0	-1	2	-5	-2	-2	-2	2
> CC(CCc1ccccc1)NC(=O)c1ccncc1 (configuration not stated)
 : -3	1.4	2	1	-7	2	0	5	-7	-5
> CC(C)C(NC(=O)c1ccc(Cl)cc1)C(=O)O (configuration not stated)
 : -2	-2.4	4	-1	13	-3	2	0	-5	0
> COc1ccc2[nH]c(C(=O)N/N=C/c3ccccc3OC)cc2c1
 : 1	5.0	-4	-8	7	-4	0	x	-9	x
> CCCn1nnc(NC(=O)COc2ccc(C3CCCCC3)cc2)n1
 : -1	0.1	-2	23	14	-4	2	-28	1	28
> Cc1cc(N/C=C2\CCCCC2=O)no1
 : 1	-0.6	-5	0	6	-2	0	7	-4	-7
> CCCS(=O)(=O)N1CCN(c2cc3c(cc2[N+](=O)[O-])n(C)c(=O)n3C)CC1
 : 0	-1.6	-4	-7	8	-5	-1	0	0	0
> N#Cc1cccc(NC(=O)CSc2nnc(-c3n[nH]c4ccccc34)o2)c1
 : 26	0.1	0	-9	1	-17	-4	-27	-6	27
> CCOC(=O)Cc1csc(NC(=O)CC(C)(C)CC(=O)O)n1
 : -6	-1.3	2	-14	-2	-3	2	-15	3	15
> O=C(Nc1cc(Cl)ccc1-n1cncn1)c1ccc([N+](=O)[O-])o1
 : 3	1.9	-7	-13	-1	-5	-1	11	13	-11
> COc1cccc(/C=N/NC(N)=S)c1OS(=O)(=O)c1ccccc1
 : 2	0.0	-4	11	4	3	-2	-4	0	4
> O=C(CCC(=O)c1ccc(F)cc1)OC1CCOC1=O (configuration not stated)
 : x	2.0	-8	-22	2	1	0	-16	0	16
> CNS(=O)(=O)c1cccc(C(=O)NCC(C)(C)N2CCCCC2)c1
 : -1	0.1	3	-17	5	-18	1	x	-5	x
> COc1ccc(C(=S)N2CCOCC2)cc1OC(=O)c1ccc(C)cc1
 : 11	1.0	-2	-19	-3	-3	-5	-3	-3	3
> Nc1cc(Cl)ccc1N1CCCCC1
 : 7	0.6	0	1	8	9	-3	0	-2	0
> O=C(NCCc1ccccc1)c1ccc2c(=O)[nH]c3c(C(=O)NCC4CCCO4)sc(=S)n3c2c1 (configuration not stated)
 : 43	5.7	-3	-5	11	-4	14	14	4	-14
> Cc1nnsc1C(=O)Nc1ccc(S(=O)(=O)N2CCCCC2)cc1
 : 2	-1.3	1	3	-5	-3	0	6	-10	-6
> CCN(CC(=O)Nc1cccc(OC)c1)C(=O)c1cnc(Cl)c(Cl)c1
 : -1	0.9	2	7	25	-11	-4	x	4	x
> O=C(Nc1cnccn1)Nc1cccc(Cl)c1Cl
 : -2	-0.1	-3	-11	-3	7	4	5	-6	-5
> COc1cc2c(cc1O)[C@@H]1Cc3cc(O)c(OC)cc3[C@H](C2)N1C
 : x	0.8	-8	-13	-9	8	0	-27	-5	27
> CC1CCC(n2c(=S)[nH]c3ccccc3c2=O)CC1 (configuration not stated)
 : -5	0.0	0	6	23	-7	0	-16	1	16
> CCOC(=O)N1CCN(C(=O)CCS(=O)(=O)c2ccc(Br)s2)CC1
 : -3	0.5	-8	2	4	-26	-4	-13	9	13
> C/C(=N\NC(=O)c1ccco1)c1ccc(NC(=O)c2cccs2)cc1
 : -2	-0.8	-1	3	2	-13	0	22	-7	-22
> CCc1cc2c(=O)n(Cc3ccco3)c(SCC(=O)N(C)C3CCS(=O)(=O)C3)nc2s1 (configuration not stated)
 : 4	0.3	-23	-12	-10	6	0	-21	-9	21
> O=[N+]([O-])c1cc(-c2nnc(Nc3ccccc3)c3ccccc23)ccc1N1CCOCC1
 : -4	-0.8	-3	7	33	-3	10	74*	-12	-74
> CCOC(=O)c1ccccc1NC(=O)[C@@H]1CCCN1C(=O)OC(C)(C)C
 : -3	-2.7	0	-14	4	1	-4	x	2	x
> CCn1nc(C)c(NC(=O)CCSc2nc(-c3ccco3)cc(C(F)(F)F)n2)c1C
 : 1	1.6	3	-9	-3	1	2	20	1	-20
> O=C(NC1CC1)c1ccc2c(c1)N(Cc1ccccc1)CCS2
 : -3	0.8	4	5	45	-4	1	25	-4	-25
> CCCc1cc(-c2n[nH]c(=S)n2CC(C)C)cs1
 : 13	0.1	-4	2	39	-3	-3	-25	-6	25
> O=C(Nc1ccc(F)cc1)Nn1cnnc1
 : 1	-2.0	1	-9	-9	-7	-5	-6	2	6
> O=C(O)c1cccc(NC(=O)c2ccc3c(c2)C(=O)N(C2CCCCC2)C3=O)c1
 : 1	-1.7	-5	-10	-2	-3	4	-18	-8	18

Next section
Each structure is followed by: NSD2 HMT inh	C-LANA FP	Keap1 Nrf2 FP	PvdQ acylase	Arr AP2 block	RTF Ca sens inh	DAGLB inhibitor	SR-BI DiI inh	PKA-R2B act	SR-BI uptake up
> CSCCC(NC(=O)c1ccc(Cl)cc1Cl)C(=O)N1CCN(C(=O)c2ccccc2)CC1 (configuration not stated)
 : 8	0.2	u	-15	-1	-8	1	78*	0	-78
> CCOC(=O)CSc1nc(C)[nH]c1[N+](=O)[O-]
 : -1	-0.2	-6	-3	-4	-1	1	4	-6	-4
> CCCNC(=O)Nc1nnc(C2CC2)s1
 : 1	-1.9	-1	3	-13	-3	-1	2	3	-2
> Cc1ccc(/C(N)=N/OC(=O)CN(C)S(=O)(=O)c2ccc(C)cc2)cc1
 : -4	0.1	0	-17	-2	2	-5	1	-9	-1
> CC(C)(C)c1cc(CCC(=O)N2CCNCC2)c(C(C)(C)C)cc1O
 : x	0.7	7	-3	12	-5	9	32	-11	-32
> CC(=O)OCC#CCSc1nc2ccccc2n1C
 : 2	-0.6	-5	-9	3	-3	-1	-7	-6	15
> CC(C)Cc1nnc(NC(=O)CSc2nc(O)c(Cc3ccccc3)c(=O)[nH]2)s1
 : 29	-2.3	-3	-15	-18	-11	0	-19	-6	19
